Screening data from PubChem.
D2 antagonist – antagonists of human D2 dopamine receptor; P14416; HEK293 TREx D2 cells, calcium flux, dopamine EC80; inhibition, % at 10 µM; hit rate 2% among 340,000; AID 485344; in the data active = inhibition above about 30%; note: 0% is about no effect
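Tetracycline-induced HEK293 TREx cells expressing D2 receptor forced-coupled to calcium signalling, loaded with no-wash calcium dye. Compounds added and calcium flux read 180 s, then dopamine added at EC80 and read a further 180 s.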
D1 ag – agonists of human D1 dopamine receptor; P21728; HEK293 T-REx D1 cells, calcium flux, agonist mode; activation, % at 2 µM; hit rate 1% among 360,000; AID 504660; note: 0% is about no effect
Target sequence (P21728 whole entry, looked up): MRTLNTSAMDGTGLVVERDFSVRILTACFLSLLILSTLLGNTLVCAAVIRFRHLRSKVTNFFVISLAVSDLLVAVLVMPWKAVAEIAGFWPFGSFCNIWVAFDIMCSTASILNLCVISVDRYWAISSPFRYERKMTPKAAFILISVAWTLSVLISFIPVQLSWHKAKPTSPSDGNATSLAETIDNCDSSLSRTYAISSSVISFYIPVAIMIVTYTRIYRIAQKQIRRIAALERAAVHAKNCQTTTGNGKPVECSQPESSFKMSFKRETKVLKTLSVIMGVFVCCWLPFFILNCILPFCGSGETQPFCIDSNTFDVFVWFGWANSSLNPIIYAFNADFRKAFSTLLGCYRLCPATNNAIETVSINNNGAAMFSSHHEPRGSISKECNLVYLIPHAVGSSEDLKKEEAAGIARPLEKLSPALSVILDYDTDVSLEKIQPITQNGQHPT
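Inducible HEK293 T-REx D1 cells, force-coupled to calcium signalling, were plated at 4000 cells/well with tetracycline and held overnight at 30 C. After no-wash calcium dye loading, compound-evoked calcium rise over 180 s flagged agonists.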
D1 PAM – enhances dopamine response at the human D1 receptor | P21728 | HEK293 TREx D1 cells, calcium flux, dopamine EC20 potentiation | potentiation, % at 10 µM | hit rate 0.036% among 360,000 | AID 504651; in the data active = potentiation above about 30%; note: 0% is about no effect
D2 agonist – D2 dopamine receptor (human) agonism; HEK293 T-REx D2 cells, calcium flux agonist mode; hit rate 0.53% among 340,000; AID 485358; activation, % at 2 µM; P14416;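 active = activation over 3 SD above normal in the single-dose calcium agonist read, cut at about 30% in these data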; note: 0% is about no effect
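Calcium-flux readout, 1 cycle/sec over 180 s following compound pin transfer, in inducible HEK293 Trex D2 cells (force-coupled); dopamine controls included. Positive calcium responses during this window marked compounds as potential agonists.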
TRHR PAM – allosteric enhancers of human TRH receptor | AID 493056 | TRHR cells, fluo-8 calcium fluorescence, EC20 TRH enhancement | enhancement, % at 2 µM | hit rate 0.66% among 360,000; in the data active = enhancement above about 30%; note: 0% is about no effect
Target sequence (P34981 whole entry, looked up): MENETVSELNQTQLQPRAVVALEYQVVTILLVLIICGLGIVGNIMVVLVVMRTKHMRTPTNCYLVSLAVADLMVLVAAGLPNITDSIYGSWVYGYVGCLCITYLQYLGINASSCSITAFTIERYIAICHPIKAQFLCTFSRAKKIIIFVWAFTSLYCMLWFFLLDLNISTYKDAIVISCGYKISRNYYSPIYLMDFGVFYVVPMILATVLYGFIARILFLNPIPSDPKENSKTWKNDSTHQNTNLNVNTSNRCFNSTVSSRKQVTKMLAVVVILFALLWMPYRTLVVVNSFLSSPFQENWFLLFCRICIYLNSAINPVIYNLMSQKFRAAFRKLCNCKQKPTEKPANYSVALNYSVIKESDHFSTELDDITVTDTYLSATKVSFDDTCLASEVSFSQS
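TRHR-expressing cells loaded with fluo-8 calcium dye were read kinetically (ex 480/em 530) during compound addition, then stimulated with an EC20 of TRH (10 nM final). Enhancement of the Gq-mediated intracellular calcium response was scored.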
TRHR agonist – agonists of human TRH receptor | AID 493084 | hit rate 0.18% among 360,000 | TRHR cells, calcium flux fluo-8, FDSS agonist mode | activation, % at 2 µM | P34981; note: 0% is about no effect
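Steps: seed TRHR cells overnight; add fluo-8 no-wash Ca dye, RT 30 min–1.5 h; record 10 s baseline; pin-transfer compounds; monitor fluorescence 1 cycle/s for the agonist window. Calcium increases flag candidate agonists.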
RXFP1 antagonist – RXFP1 (human) relaxin receptor antagonism. HEK293-RXFP1, relaxin-stimulated cAMP HTRF, 30 min; active compounds read low. activity change, negative = inhibition, % at 57.5 µM. hit rate 0.59% among 350,000;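 active = activity change of -60% or lower, but not beyond a set lower limit; inconclusive = change between -60% and -40%, or beyond the set limit; inactive = change above -40%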; note: % is set by controls: 0 for no effect and ±100 for the full control effect
D2 potentiator – positively modulates the human D2 dopamine receptor allosterically; P14416; HEK293 T-REx D2, calcium flux, EC20 dopamine potentiation; potentiation, % at 10 µM; hit rate 0.34% among 340,000;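 active = potentiation over 3 SD above the plate norm, cut at about 30% in these data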; note: 0% is about no effect
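Tetracycline-induced Hek293 Trex D2 cells, force-coupled to calcium, loaded with no-wash calcium dye. Compound added with 180 s kinetic read for agonism, then EC20 dopamine and a further 180 s read for potentiation.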
D1 antag – human D1 dopamine receptor antagonism; AID 504652; HEK293 TREx D1 cells, calcium flux, dopamine EC80; active compounds read low; hit rate 3.2% among 360,000; activity change, negative = inhibition, % at 10 µM; in the data active = activity change below about -30%; note: % is set by controls: 0 for no effect and ±100 for the full control effect
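Calcium flux readout: force-coupled, inducible Hek293 Trex D1 line, cells induced overnight at 30 C with tetracycline, dye-loaded 30–90 min at RT. Antagonism scored against EC80 dopamine challenge given 180 s after compound.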
Active calls of the source: *; ? = inconclusive; / = not tested or not shown; & = joins results of further samples. Cut-off read from the data, not from the text of the source, unless noted: active = activation above about 30%; inactive = the rest.

[1] COc1cc(C(=O)OCC(=O)N2CCOCC2)c([N+](=O)[O-])cc1OC
[2] COC(=O)COc1ccsc1C(=O)OC
[3] O=C(C1CCN(S(=O)(=O)c2ccccc2)CC1)N1CCN(c2ccccc2)CC1
[4] Cc1nn(-c2cccc(Cl)c2)nc1C(=O)O
[5] CN(c1ccccc1)S(=O)(=O)c1cccc(C(=O)Nc2nn[nH]n2)c1
[6] Cn1c(CNC(=O)c2ccc3c(c2)OCO3)nnc1SCC(=O)Nc1ccc(F)cc1F

screen / no.,1,2,3,4,5,6
D2 antagonist,-2,18,-2,7,3,2
D1 ag,2,5,4,4,2,-1
D1 PAM,-5,-2,0,-5,-2,-2
D2 agonist,-0.2,-0.2,-1.1,-0.4,-0.4,-0.4
TRHR PAM,-3,0,1,-3,-4,-2
TRHR agonist,-0.6,0.3,-1.1,0.1,0.7,-1.2
RXFP1 antagonist,-8,15,-2,-8,-2,-9
D2 potentiator,10,5,1,2,-2,22
D1 antag,32,4,6,16,5,-13

[7] CSC(=NCc1ccco1)NC#N
[8] O=C(COC(=O)c1ccccc1)Nc1ccccc1Br
[9] O=C(CSc1nc(=O)n2ccccc2n1)N1CCCCCC1
[10] Cc1cccn2c(CN3CCCC(c4ccccc4)C3)c(C(=O)N3CCOCC3)nc12 (stereo not drawn)
[11] CCOC(=O)c1c(NC(=O)C(C)Sc2cn(CCNC(=O)c3ccccc3OC)c3ccccc23)sc2c1CCC2 (stereo not drawn)
[12] Cc1ccc(C)c(N(CC(=O)NC2CCCC2)C(=O)c2oc(C(C)(C)C)cc2C)c1

screen / no.,7,8,9,10,11,12
D2 antagonist,22,10,2,14,/,6
D1 ag,1,3,5,-1,3,12
D1 PAM,-14,-7,7,-2,-2,-2
D2 agonist,0.3,-0.1,-0.4,12,-0.7,0.3
TRHR PAM,-2,-3,3,-8,-11,-1
TRHR agonist,-0.4,-0.1,1.3,0.2,0.9,1.3
RXFP1 antagonist,-7,-11,-6,-1,/,?
D2 potentiator,-1,-4,13,5,0,9
D1 antag,-34*,-20,4,0,-7,15

[13] O=C(OCc1ccccc1Cl)c1cccnc1Cl
[14] COc1ccc(-c2cc(C3CCN(C(=O)OC(C)(C)C)CC3)[nH]n2)cc1
[15] NC(=O)C1CCN(C(=O)c2ccc3c(c2)N(Cc2cccc(Cl)c2)C(=O)c2ccccc2S3=O)CC1 (stereo not drawn)
[16] Cc1cc(=O)oc2c3c(cc(OCC(=O)N[C@H](C(=O)O)c4ccccc4)c12)OC(C)(C)CC3
[17] COc1ccc(Br)cc1/C=C/C(=O)c1ccc(NC(C)=O)cc1
[18] CN(C(=O)Cc1ccccc1)n1cnnc1

screen / no.,13,14,15,16,17,18
D2 antagonist,6,-9,/,3,-4,/
D1 ag,1,6,0,2,0,0
D1 PAM,0,4,2,7,6,1
D2 agonist,-0.3,0.7,-0.2,0.1,0.6,/
TRHR PAM,-1,2,-2,29,4,2
TRHR agonist,-0.4,1.4,0.5,-0.1,1.2,0.2
RXFP1 antagonist,3,7,7,/,18,-13
D2 potentiator,6,10,-2,5,3,/
D1 antag,-12,-2,14,8,-4,-1

[19] CCCOc1c(OC)cc(Cl)cc1C1NC(=O)NC(C)=C1C(=O)NCc1ccccc1 (stereo not drawn)
[20] COc1ccc(S(=O)(=O)N(CC(=O)NCC2CCCO2)Cc2ccccc2)cc1C (stereo not drawn)
[21] Cc1ccc(S(=O)(=O)NCC2CCC(C(=O)NCCc3ccccc3)CC2)cc1 (stereo not drawn)
[22] CCOc1ccccc1NC(=O)c1ccc(S(=O)(=O)N2CCOCC2)cc1
[23] Cc1cc(C(=O)CSc2nc3ccccc3o2)c(C)n1CC1CCCO1 (stereo not drawn)
[24] COc1ccc(N(CC(=O)NC(C)c2ccccc2)S(=O)(=O)c2c(C)noc2C)cc1 (stereo not drawn)

screen / no.,19,20,21,22,23,24
D2 antagonist,6,-3,/,-18,2,3
D1 ag,-1,2,3,-1,4,2&1
D1 PAM,0,-4,-3,-3,-2,-7&4
D2 agonist,-0.2,-1.4,-2.4,-1.0,0.2,-2.0&0.4
TRHR PAM,-7,-9,5,2,-6,-8&0
TRHR agonist,-0.4,-1.0,-0.8,0.2,-0.4,-0.2&0.0
RXFP1 antagonist,-5,0,-13,-18,-5,-3
D2 potentiator,-16,3,5,-7,-1,4&-6
D1 antag,-1,1,-8,-10,-7,-8&17

[25] CC(C)(C)CC(=O)Nc1ccc(-c2nnc3n2CCCCC3)cc1
[26] COc1ccc(S(=O)(=O)N(C)c2ccc(OCC(=O)Nc3cc(C)on3)cc2)cc1
[27] COC(=O)c1cc(-c2ccccc2)c2c(=O)n(C)c(=O)n(C)c2n1
[28] Cc1ccc(C(=O)COC(=O)CCN2C(=O)C3C4C=CC(C5CC45)C3C2=O)cc1 (stereo not drawn)
[29] Nc1nnnn1/N=C/c1ccccc1OCc1ccc(Cl)cc1Cl
[30] O=C(c1ccco1)N1CCN(S(=O)(=O)c2ccc(S(=O)(=O)NC3CCCC3)cc2)CC1

screen / no.,25,26,27,28,29,30
D2 antagonist,16,7,-3,-17,0,-11
D1 ag,0,2,1,3,2,6
D1 PAM,-4,-4,-2,-1,-1,-4
D2 agonist,0.1,-0.6,0.5,0.0,0.5,-0.3
TRHR PAM,8,-2,-4,8,1,1
TRHR agonist,0.0,-0.6,-0.3,-0.5,0.2,-0.4
RXFP1 antagonist,-4,5,/,-28,-4,-4
D2 potentiator,-3,-5,-6,6,12,9
D1 antag,2,0,-3,0,-4,-3

[31] Cc1cccc(NCCC(=O)c2ccc(Br)cc2)c1
[32] O=C(NCc1ccccc1)C(=O)Nc1ccc2nc3n(c(=O)c2c1)CCCCC3
[33] O=C(c1cc2nc(-c3ccc(F)cc3)cc(C(F)(F)F)n2n1)N1CCCC1
[34] COc1cccc(-n2nnc(-c3nc(-c4ccccc4F)no3)c2C)c1
[35] O=C(Nc1ncccc1Cl)C1COc2ccccc2O1 (stereo not drawn)
[36] Cc1cc(C)cc(OCCNS(=O)(=O)c2cccs2)c1

screen / no.,31,32,33,34,35,36
D2 antagonist,10,/,-3,/,-8,5
D1 ag,0,-2,1,12,47*,4
D1 PAM,4,-2,-6,-3,-7,-2
D2 agonist,-0.2,-0.1,0.4,0.5,-0.1,-1.4
TRHR PAM,-5,-3,-1,1,-4,15
TRHR agonist,-0.1,-1.1,0.3,0.7,-0.1,-1.0
RXFP1 antagonist,-11,9,/,-10,-1,7
D2 potentiator,-14,2,-1,0,4,10
D1 antag,-6,6,7,-12,9,6

[37] Cn1c(NN)nc2c1c(=O)n(Cc1ccccc1)c(=O)n2C
[38] CC(C)c1nc2cc(C(=O)NC(c3cccnc3)C(F)(F)F)ccc2o1 (stereo not drawn)
[39] COCCCn1c(SCC(=O)Nc2oc(C)c3c(C)n[nH]c(=O)c23)nc2ccccc2c1=O
[40] COc1ccc(/C=N/N(C)C2=NS(=O)(=O)c3ccccc32)cc1OC
[41] O=S(=O)(c1ccccc1)c1nc(-c2ccccc2)oc1N1CCCCC1
[42] CCn1c(C(=O)Nc2ccsc2C(=O)OC)cc2sc(Cl)cc21

screen / no.,37,38,39,40,41,42
D2 antagonist,2,-3,-11,-16,25,-10
D1 ag,0,4,8,0,0,2
D1 PAM,7,-6,-5,-2,-7,/
D2 agonist,1.3,0.0,0.1,-0.4,0.9,0.9
TRHR PAM,-4,5,-1,4,-3,1
TRHR agonist,-0.1,-0.8,-0.5,-0.3,0.0,0.5
RXFP1 antagonist,-6,-4,-9,25,33,/
D2 potentiator,12,9,0,22,10,-2
D1 antag,3,1,-10,8,-11,-23

[43] CN(C(=O)CSc1nc(N)cc(N)n1)C1CCS(=O)(=O)C1 (stereo not drawn)
[44] N=c1c(C(=O)NC2CCCC2)cc2c(=O)n3ccccc3nc2n1C1CCCC1
[45] CCCOc1ccc(CCC(=O)O)cc1
[46] CCC(C)(C(=O)NC1CCCC1)N(Cc1cccs1)C(=O)Cc1cccs1 (stereo not drawn)
[47] CCOC(=O)C(C)Sc1nnc(NC(=O)c2ccc(C)c([N+](=O)[O-])c2)s1 (stereo not drawn)
[48] CCc1ccc(C(C)NC(=S)NCc2ccc(F)cc2)cc1 (stereo not drawn)

screen / no.,43,44,45,46,47,48
D2 antagonist,0,/,0,/,0,-10
D1 ag,3,2,0,4,4,76*
D1 PAM,-4,2,-4,0,-2,-1
D2 agonist,0.7,/,-0.3,/,-0.9,8.1
TRHR PAM,-2,-5,-17,-3,3,-7
TRHR agonist,-0.1,-1.0,-1.3,0.3,0.5,8.7
RXFP1 antagonist,-1,-8,5,9,-18,-2
D2 potentiator,12,/,16,6,-2,5
D1 antag,0,-6,1,-12,-2,3

In the list so far, 7 contain a Cl atom:
[4] Cc1nn(-c2cccc(Cl)c2)nc1C(=O)O
[13] O=C(OCc1ccccc1Cl)c1cccnc1Cl
[15] NC(=O)C1CCN(C(=O)c2ccc3c(c2)N(Cc2cccc(Cl)c2)C(=O)c2ccccc2S3=O)CC1 (stereo not drawn)
[19] CCCOc1c(OC)cc(Cl)cc1C1NC(=O)NC(C)=C1C(=O)NCc1ccccc1 (stereo not drawn)
[29] Nc1nnnn1/N=C/c1ccccc1OCc1ccc(Cl)cc1Cl
[35] O=C(Nc1ncccc1Cl)C1COc2ccccc2O1 (stereo not drawn)
[42] CCn1c(C(=O)Nc2ccsc2C(=O)OC)cc2sc(Cl)cc21

screen / no.,4,13,15,19,29,35,42
D2 antagonist,7,6,/,6,0,-8,-10
D1 ag,4,1,0,-1,2,47*,2
D1 PAM,-5,0,2,0,-1,-7,/
D2 agonist,-0.4,-0.3,-0.2,-0.2,0.5,-0.1,0.9
TRHR PAM,-3,-1,-2,-7,1,-4,1
TRHR agonist,0.1,-0.4,0.5,-0.4,0.2,-0.1,0.5
RXFP1 antagonist,-8,3,7,-5,-4,-1,/
D2 potentiator,2,6,-2,-16,12,4,-2
D1 antag,16,-12,14,-1,-4,9,-23
